High-throughput results: PubChem BioAssay, several laboratories
M5 PAM: human M5 muscarinic receptor positive allosteric modulators, primary screen, CHO-K1 cells, Fluo-8 calcium fluorescence; Muscarinic acetylcholine receptor M5 (Homo sapiens), P08912; CHO-K1 hM5, ACh EC20 PAM; 0% = ACh EC20, 100% = ACh EC100; activation, % at 3 µM; 360,000 compounds, 0.3% hits; AID 624038, 2012;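 active = activation above the run cutoff, the mean activation of all test compounds plus 3 SD, cut at about 18% in these data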
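System: CHO-K1 cell line with stable human muscarinic M5 receptor expression | Also added: EC20 acetylcholine as agonist stimulus | Compound: One concentration, 3 µM final (nominal) | Timing: Fluo-8 loading 80 min at 37 °C plus 30 min room temperature | Measured by: Fluo-8 calcium dye fluorescence, kinetic read | Read-out basis: % activation, ACh-normalized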
CRFBP-R2 agonist: agonists of CRF-BP/CRF-R2 complex, primary screen, cell-based, HEK293, calcium dye fluorescence, uHTS; CRF-binding protein / CRF receptor 2 complex (human); calcium dye fluorescence (FLIPR); percent of saturating CRF peptide response; activation, % at 13.2 µM; 350,000 compounds, 0.46% hits; AID 588473, 2011;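 active = activation of at least 50%, plus an integration ratio under a set limit after plate pattern correction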;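 also: plate controls were neutral control wells without compound for no effect and CRF at EC100 for full effect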
M4 antag: human M4 muscarinic receptor antagonists, primary screen, CHO cells, Fluo-8 calcium fluorescence. Muscarinic acetylcholine receptor M4 (Homo sapiens), P08173. CHO-hM4 cells, ACh EC80. inhibition, % at 3 µM. 360,000 compounds, 0.73% hits;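 active = inhibition above its plate's cutoff, the mean inhibition of sample wells plus 3 SD, cut at about 27% in these data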;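 also: 0% = acetylcholine EC80 with DMSO and 100% = DMSO without agonist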
IDE inh: human IDE inhibitors in live cells, primary screen, fluorescence polarization, HEK cells, FAbetaB substrate; inhibition, % at 5.59 µM; FAbetaB cleavage; Insulin-degrading enzyme (Homo sapiens), P14735; 320,000 compounds, 0.41% hits; AID 434962, 2010;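 active = percent inhibition above the average of all tested compounds plus 3 SD, set per screening campaign, cut at about 16% in these data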;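 also: IDE supplied by intact live HEK cells; FP after avidin binding of uncleaved biotin substrate so inhibition keeps polarization high; 0% = DMSO wells and 100% = 60 µM reference IDE inhibitor Ii1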
Target sequence (P14735 whole entry, looked up): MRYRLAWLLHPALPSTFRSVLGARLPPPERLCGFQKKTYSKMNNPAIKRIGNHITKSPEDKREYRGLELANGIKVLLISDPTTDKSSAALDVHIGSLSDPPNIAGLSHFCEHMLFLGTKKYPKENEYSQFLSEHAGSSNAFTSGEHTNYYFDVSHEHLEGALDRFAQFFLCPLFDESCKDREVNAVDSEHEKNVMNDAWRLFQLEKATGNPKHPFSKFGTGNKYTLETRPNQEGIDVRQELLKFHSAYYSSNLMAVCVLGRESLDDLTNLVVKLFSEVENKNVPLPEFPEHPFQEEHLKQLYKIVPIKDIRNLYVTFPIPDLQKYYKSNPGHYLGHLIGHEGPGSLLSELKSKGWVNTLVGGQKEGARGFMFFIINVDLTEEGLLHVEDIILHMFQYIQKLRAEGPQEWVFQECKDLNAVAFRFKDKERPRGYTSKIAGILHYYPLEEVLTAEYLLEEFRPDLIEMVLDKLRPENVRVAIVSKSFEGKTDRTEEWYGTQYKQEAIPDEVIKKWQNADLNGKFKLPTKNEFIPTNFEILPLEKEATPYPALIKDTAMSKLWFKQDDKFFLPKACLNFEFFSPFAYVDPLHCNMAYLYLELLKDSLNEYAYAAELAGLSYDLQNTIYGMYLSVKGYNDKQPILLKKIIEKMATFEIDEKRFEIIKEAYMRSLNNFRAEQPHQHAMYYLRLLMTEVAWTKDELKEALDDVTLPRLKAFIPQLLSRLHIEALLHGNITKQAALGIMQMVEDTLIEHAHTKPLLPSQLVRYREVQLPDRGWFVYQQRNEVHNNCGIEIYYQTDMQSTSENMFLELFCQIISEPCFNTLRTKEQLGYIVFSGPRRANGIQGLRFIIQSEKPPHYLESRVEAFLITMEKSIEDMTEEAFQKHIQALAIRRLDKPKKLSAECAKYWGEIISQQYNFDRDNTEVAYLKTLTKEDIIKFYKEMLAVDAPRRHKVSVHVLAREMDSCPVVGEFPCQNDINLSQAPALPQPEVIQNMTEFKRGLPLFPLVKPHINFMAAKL
M4 PAM: human M4 muscarinic receptor positive allosteric modulators, primary screen, CHO-K1 cells, Fluo-8 calcium fluorescence; 360,000 compounds, 0.4% hits; AID 624126, 2012; activation, % at 3 µM; CHO-K1 hM4/Gqi5, ACh EC20; 0% = ACh EC20, 100% = maximal ACh;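 active = activation above its plate's cutoff, the mean activation of sample wells plus 3 SD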; also: some results filed as inactive read as strong as hits
CHRM5 agonist: human M5 muscarinic receptor agonists, primary screen, CHO-K1 cells, Fluo-8 calcium fluorescence | CHO-K1 hM5 cells; 0% DMSO wells, 100% maximal acetylcholine response | AID 624037, 2012 | activation, % at 3 µM | 360,000 compounds, 0.19% hits;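 active = activation above the run's mean over test compounds plus 3 SD, cut at about 23% in these data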;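 also: signal is peak over basal fluorescence ratio across the kinetic read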
CRFBP-R2 block: antagonists of CRF-BP/CRF-R2 complex, primary screen, cell-based, HEK293, calcium dye fluorescence, uHTS; CRF-induced calcium fluorescence; inhibition, % at 11.8 µM; 350,000 compounds, 0.59% hits; AID 588475, 2011;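 active = inhibition of the ligand-induced calcium signal above about 50% at the single tested concentration, limit read from the data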
M5 antag: human M5 muscarinic receptor antagonists, primary screen, CHO cells, Fluo-8 calcium fluorescence | CHO-hM5 cells, ACh EC80 | 360,000 compounds, 0.59% hits | inhibition, % at 3 µM;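 active = inhibition above a per-plate cutoff, the mean of that plate's test compounds plus 3 SD, cut at about 27% in these data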;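 also: 0% = acetylcholine EC80 with DMSO and 100% = DMSO without agonist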
CHRM4 agonist: human M4 muscarinic receptor agonists, primary screen, CHO-K1 cells, Fluo-8 calcium fluorescence. AID 624127, 2012. 360,000 compounds, 0.14% hits. Muscarinic acetylcholine receptor M4 (Homo sapiens), P08173. CHO-K1 hM4/Gqi5; vehicle 0%, full acetylcholine response 100%. activation, % at 3 µM;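 active = activation above the run mean over all test wells plus 3 SD, cut at about 32% in these data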;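 also: peak over basal fluorescence ratio per well then scaled between controls; 0% = DMSO wells and 100% = acetylcholine at EC100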
An asterisk follows results filed as active; . = not tested or not shown.

| item | SMILES | CRFBP-R2 agonist | M4 antag | IDE inh | CHRM5 agonist | CRFBP-R2 block | M5 antag | M5 PAM | CHRM4 agonist | M4 PAM |
| --- | --- | --- | --- | --- | --- | --- | --- | --- | --- | --- |
| 1 | Cc1ccc(CNC(=O)C2CCC(=O)N2Cc2ccccc2Cl)cc1 (stereo unspecified) | 0.5 | -6 | 3 | -5 | -15 | 8 | -1 | 1 | 0 |
| 2 | NC(=O)c1cc(NC(=O)CCc2nc3ccccc3s2)cc(C(N)=O)c1 | -1.4 | -6 | -1 | 2 | 3 | 10 | -16 | 14 | -9 |
| 3 | COc1ccc(-c2cc(C(=O)Nc3c(C)n(C)n(-c4ccccc4)c3=O)no2)cc1OC | -0.2 | 0 | -2 | -3 | 4 | 12 | 5 | 0 | -1 |
| 4 | C(=N\NC1=NCCN1)/c1ccncc1 | -0.9 | -4 | 1 | 0 | 13 | -6 | 8 | 0 | 1 |
| 5 | Nc1cc(=O)[nH]c(SCc2csc(-c3ccccc3)n2)n1 | -1.2 | 6 | 5 | 4 | -15 | 0 | -5 | 5 | 4 |
| 6 | CC1CCN(C(C)C(=O)Nc2ccccc2-c2ccccc2)CC1 (stereo unspecified) | 2.1 | 2 | -1 | -13 | -6 | 4 | -13 | -2 | -5 |
| 7 | COc1ccc(C(=O)OC(COc2ccccc2)Cn2ccnc2)cc1 (stereo unspecified) | -1.0 | 2 | 1 | -7 | -14 | 5 | -1 | 2 | 1 |
| 8 | CC1=Nc2ccccc2N=C(NC(=O)CSC(=S)N2CCN(C)CC2)C1c1ccccc1 (stereo unspecified) | -0.1 | -3 | -5 | -4 | 6 | 9 | 6 | 3 | -2 |
| 9 | CCOCCCn1c(SCC(=O)Nc2ccc(C(N)=O)cc2)nc2ccccc2c1=O | -0.8 | -1 | -1 | -1 | 13 | -5 | -9 | 2 | -2 |
| 10 | Cc1ccc(COCCN2CCN(S(=O)(=O)c3ccccc3)CCC2=O)cc1 | 0.6 | -9 | -1 | 2 | 1 | -7 | -4 | 3 | 11 |
| 11 | Nc1ncnc2c1ncn2[C@@H]1O[C@H](C(=O)Nc2ccc(Oc3ccccc3)nc2)[C@@H](O)[C@H]1O | . | -2 | . | 4 | . | 7 | 9 | 0 | 0 |
| 12 | COCCNc1cc(C)nc2cc(-c3ccc(C)cc3)nn12 | -0.4 | -2 | -6 | -5 | -1 | -8 | 7 | 0 | 7 |
| 13 | C/C(=C\c1ccccc1)CN1CCC(C(=O)N2CCCC(C)C2)CC1 (stereo unspecified) | 1.0 | -8 | -2 | -5 | -10 | 1 | -4 | 2 | -4 |
| 14 | CCCCNC(=O)C(C)N(CCN(C)C)C(=O)CCCN1C(=O)NC(c2ccc([N+](=O)[O-])cc2)C(C(=O)OCc2ccccc2)=C1C (stereo unspecified) | 9.6 | -6 | . | -3 | -4 | -6 | -5 | 1 | -9 |
| 15 | CCCCNC(=O)c1nc(C2CCN(S(=O)(=O)c3ccc(S(C)(=O)=O)cc3)CC2)oc1-c1ccccc1 | . | 11 | . | -4 | . | 30* | -19 | 14 | -18 |
| 16 | C[C@@H](C(=O)NCC1CCCO1)N1C(=O)N2CCc3c([nH]c4ccccc34)[C@@]2(C)C1=O (stereo partly specified) | 0.2 | 1 | 6 | 1 | -18 | 1 | 0 | 1 | -1 |
| 17 | O=C(Nc1ccc2c(c1)OCCO2)C1CCCN(S(=O)(=O)c2cnc[nH]2)C1 (stereo unspecified) | -1.7 | -17 | 2 | -3 | 29 | -14 | 5 | 0 | 9 |
| 18 | COc1ccc(/C(O)=C/C(=O)C(=O)Nc2c(C)n(C)n(-c3ccccc3)c2=O)cc1 | 3.8 | -2 | 2 | 1 | 2 | 2 | -2 | 0 | 8 |
| 19 | CC(C)(O)C#Cc1ncc(C(F)(F)F)cc1Cl | -0.5 | 4 | 2 | -4 | -2 | 13 | -1 | 1 | 1 |
| 20 | COc1ccc(CC(=O)OCC(=O)NCc2ccc3c(c2)OCO3)cc1OC | 1.3 | -8 | 2 | 5 | 6 | -6 | 2 | 2 | 8 |
| 21 | Cc1cc(NC(=O)CCC(=O)N(CC(=O)NCC2CCCO2)c2cccc(F)c2)no1 (stereo unspecified) | 0.9 | 13 | -3 | -2 | 0 | 16 | -2 | 0 | -11 |
| 22 | CN(Cc1ccco1)S(=O)(=O)c1nnc(NC(=O)c2cccc(Cl)c2)s1 | 16 | 2 | 0 | 4 | -4 | 12 | -10 | 10 | -6 |
| 23 | O=C(CSc1cccc[n+]1[O-])Nc1cc2c(cc1Cl)C(=O)c1ccccc1C2=O | -0.4 | -4 | 3 | 1 | 4 | -2 | -4 | 3 | 6 |
| 24 | Cn1c(/N=C(\N)c2ccccc2)nc2ccccc21 | -0.4 | 1 | . | 0 | -11 | -1 | 0 | 0 | 0 |
| 25 | Cc1nc(N2CCN(C(=O)c3ccco3)CC2)c2c3c(sc2n1)CC(C)CC3 (stereo unspecified) | -1.7 | 1 | -1 | -5 | 6 | -1 | -9 | 2 | -5 |
| 26 | CCN(CC(=O)Nc1c(F)cccc1F)C(=O)CCCN1C(=O)c2ccccc2C1=O | 7.7 | -13 | . | 1 | -8 | 2 | -3 | 3 | 5 |
| 27 | CC(C)NC(=O)c1ccccc1NC(=O)Cc1ccc([N+](=O)[O-])cc1 | -0.5 | 6 | 7 | 3 | 7 | 0 | -2 | 1 | -2 |
| 28 | CC(=O)N(CCCN(C)C)c1nc2ccc(C)cc2s1 | -0.8 | -1 | 3 | -6 | 4 | -14 | 12 | 2 | 2 |
| 29 | CCCCNC(=O)[C@]1(C)CCC[C@@]2(C)C3CC[C@@]4(C)C[C@]3(CCC21)CC4=O (stereo partly specified) | 1.7 | 0 | -1 | 3 | -12 | 10 | -5 | 6 | -3 |
| 30 | CCc1ccc(CN2CCC(n3nccc3NC(=O)c3ccccc3C)CC2)cc1 | 1.7 | 3 | 4 | -3 | -25 | 13 | -5 | 10 | -5 |
| 31 | CCOC(=O)C1=NNC(C(=O)c2ccccc2)C1c1ccc(OC)cc1 (stereo unspecified) | 1.5 | -2 | 5 | -5 | 2 | 5 | -3 | 0 | 5 |
| 32 | COc1ccccc1C(c1nnnn1C(C)(C)C)N1CCCc2ccccc21 (stereo unspecified) | -0.2 | -8 | -7 | 3 | 14 | -3 | -1 | -1 | 13 |
| 33 | Cc1cnccc1CN(C)Cc1cn(C)nc1-c1ccc(Oc2ccccc2)cc1 | 0.5 | 3 | 0 | -5 | 35 | 10 | -11 | 8 | -7 |
| 34 | COc1ccc(S(=O)(=O)N2CCCCC2)cc1NC(=O)c1cc([N+](=O)[O-])ccc1N1CCOCC1 | 2.8 | -9 | -4 | 4 | 7 | -3 | -2 | 0 | 2 |
| 35 | COc1ccccc1N1CCN(C(=O)CSc2nc(-c3ccco3)cc(C(F)(F)F)n2)CC1 | -1.1 | 8 | 0 | 5 | 23 | 1 | -5 | 21 | -10 |
| 36 | CCCC(CCC)n1[nH]c(=O)c2c(C)cc(C)nc21 | -7.3 | -9 | 6 | -3 | 33 | -2 | -5 | 0 | 2 |
| 37 | O=[N+]([O-])c1cccc(/C=N/n2cnnc2)c1 | -1.0 | 7 | -1 | -1 | 5 | 4 | 1 | 0 | 20* |
| 38 | C/C=C(\C)c1nnc(NC(=O)OCC)s1 | 1.1 | 4 | -2 | -2 | -10 | -9 | 1 | 0 | -1 |
| 39 | CN1CC(=O)N(CCOc2ccccc2)C1=O | -0.8 | 7 | -3 | -2 | -2 | 9 | 3 | 0 | 0 |
| 40 | CCn1cc(/C=C(\NC(=O)c2ccc(OC)cc2)C(=O)N2CCN(C)CC2)c2ccccc21 | 1.7 | -17 | . | -2 | -10 | -1 | -5 | 2 | 6 |
| 41 | O=C(/C=C/c1cc([N+](=O)[O-])ccc1OC(F)F)NCc1ccc(F)cc1 | -4.0 | -6 | 0 | -4 | 15 | 4 | 0 | 1 | -2 |
| 42 | COc1ccc(/C=C2\Sc3ccc(C(=O)NCCCN4CCCC4)cc3N(C)C2=O)cc1OC | 0.4 | -13 | 0 | -7 | -5 | -4 | 3 | 0 | 2 |
| 43 | Cc1onc(-c2ccccc2)c1C(=O)O/N=C(\N)c1ccc([N+](=O)[O-])o1 | -7.4 | 4 | -2 | -5 | 25 | 9 | 2 | -1 | -5 |
| 44 | Cc1cc(NC(=O)CSc2nnc(-c3c[nH]c4ccccc34)n2C)no1 | -1.6 | 1 | -1 | 0 | -9 | 2 | 1 | 2 | 1 |
| 45 | CCOC(=O)c1ccccc1NS(=O)(=O)c1ccc(OC)cc1 | -1.1 | 2 | -5 | -4 | 27 | 3 | -4 | -2 | 1 |
| 46 | CCC1CN(C(=O)N2CCC(C(=O)Nc3ccccc3F)CC2)c2ccccc2O1 (stereo unspecified) | -3.8 | 4 | -1 | -2 | -1 | 8 | -5 | 13 | 2 |
| 47 | O=C(CCN1C(=O)/C(=C/c2ccccc2)SC1=S)NNC(=O)c1ccncc1 | -3.0 | 3 | 11 | 0 | -2 | 14 | -4 | 4 | -7 |
| 48 | c1ccc(CN(Cc2ccccc2)c2c3c(nc4ncnn24)CCC3)cc1 | 0.5 | 5 | 9 | -11 | -2 | 3 | 0 | -1 | 3 |
| 49 | CN(CC(=O)Nc1cccc(S(=O)(=O)NC2=NCCC2)c1)Cc1ccccc1Cl | 0.1 | 7 | 1 | -3 | 42 | 5 | -2 | 1 | 5 |
| 50 | Cc1cc(C)cc(-n2c(C)cc(/C=N/NC(=O)CN(c3c(C)cccc3C)S(C)(=O)=O)c2C)c1 | 1.8 | 1 | -1 | -7 | 0 | -4 | -2 | -1 | -3 |
| 51 | COc1ccc(OC)c(CCNC(=O)CN2C(=O)CC(C)(C)S(=O)(=O)c3ccccc32)c1 | 5.1 | -17 | 1 | 0 | 15 | -8 | 5 | 0 | 3 |
| 52 | O=C(N/N=C/c1ccco1)c1cc(-c2ccncc2)nc2ccccc12 | -0.5 | -1 | . | -1 | -7 | 0 | 0 | 2 | 4 |
| 53 | O=C1CCC2(CCCCC2)N1 | 2.9 | -14 | . | 1 | 7 | 6 | -3 | 0 | 5 |
| 54 | COc1cccc(/C=C/C(=O)Nc2ccc(C(=O)Nc3cccc(S(N)(=O)=O)c3)cc2)c1OC | 0.8 | -26 | 5 | -4 | 0 | 11 | 2 | 8 | 3 |
| 55 | Cc1ccccc1OCC(=O)N1CCN(C(=O)COc2ccccc2C)CC1 | -0.1 | 4 | -2 | 1 | -4 | 0 | 3 | 4 | -8 |
